# From PubChem
# Tn6 DDE FP: disrupts Tn6 cyclic peptide binding to fibrin D-Dimer-E complex; hit rate 0.21% among 370,000; P02675; Fibrin DD(E) TRITC-Tn6 fluorescence polarization displacement; inhibition, % at 8.3 µM; AID 720509;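 active means inhibition above a per-campaign cutoff: mean of compounds within control limits plus 3 SD, cut at about 15% in these data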;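 further: 0% = median of all compound wells on the plate and 100% = blocking peptide control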
# TDP2 absorb: blocks human TDP2 phosphodiesterase activity. inhibition, % at 12.8 µM. hit rate 0.34% among 370,000. AID 720702. O95551. recombinant TDP2, T5PNP hydrolysis, p-nitrophenol absorbance 415 nm;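 active means inhibition above the mean of all tested compounds plus 3 SD, set per campaign, cut at about 25% in these data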;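 further: 0% = DMSO with enzyme and 100% = buffer with substrate but no TDP2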
# Target sequence (O95551 whole entry, looked up): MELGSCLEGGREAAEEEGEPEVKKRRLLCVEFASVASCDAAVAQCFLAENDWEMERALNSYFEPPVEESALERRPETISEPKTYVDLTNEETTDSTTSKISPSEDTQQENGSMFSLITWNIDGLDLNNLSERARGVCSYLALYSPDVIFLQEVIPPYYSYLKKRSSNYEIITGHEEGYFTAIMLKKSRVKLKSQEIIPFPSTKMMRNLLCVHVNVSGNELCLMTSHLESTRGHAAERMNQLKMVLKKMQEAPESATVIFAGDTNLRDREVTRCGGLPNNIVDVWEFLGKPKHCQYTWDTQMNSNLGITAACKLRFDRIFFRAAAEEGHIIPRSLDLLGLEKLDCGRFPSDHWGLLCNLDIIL
#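 Read-out basis: percent inhibition. System: recombinant human TDP2. Buffer or medium: Mg2+-containing Tris-HCl buffer, pH 7.5. Repeats: single replicate. Timing: reaction 2 h, 37 °C. Benchmarks: high control without enzyme, low control DMSO plus TDP2. Probe or stimulus: 5 mM T5PNP. Doses: 12.8 µM only. Measured by: epi absorbance of p-nitrophenol freed from T5PNP by hydrolysis.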
# ASAP1 inh: ASAP1 ArfGAP inhibition; inhibition, % at 16.5 µM; ASAP1-stimulated ARF1 GTP hydrolysis, GDP FP detection; hit rate 0.19% among 360,000; Q9ULH1; in the data active means inhibition above about 25%;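 further: 0% = vehicle with enzyme and substrate and 100% = no enzyme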
# SIAE inh: human SIAE inhibition, primary screen; Q9HAT2; SIAE FP-Rh probe binding, fluorescence polarization; inhibition, % at 9.66 µM; hit rate 0.69% among 370,000; AID 1053197;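 active means inhibition above a cutoff: mean of compounds within the control limits plus 3 SD of those, cut at about 17% in these data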;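 further: 0% = plate median of compound wells and 100% = probe without SIAE protein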
# PLC-gamma1 inh: PLC-gamma1 (human) inhibition, primary screen | inhibition, % at 12.2 µM | AID 720700 | hit rate 0.84% among 370,000 | purified PLC-gamma1, fluorogenic substrate, fluorescence; in the data active means inhibition above about 9.5%
# ADAM10 inh: ADAM10 inhibition, QFRET primary screen. inhibition, % at 7 µM. O14672. hit rate 0.62% among 370,000. recombinant ADAM10, EDANS/DABCYL FRET peptide cleavage, 3 h;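 active means inhibition above a per-campaign cutoff equal to the mean of compounds falling between control-based bounds plus 3 SD, cut at about 20% in these data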;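 further: 0% = DMSO wells while the 100% control is not disclosed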
# ARFGAP1 inhibitor: rat ARFGAP1 inhibition | Q62848 | Arfgap1-stimulated ARF1 GTP hydrolysis, GDP FP detection | inhibition, % at 16.5 µM | hit rate 0.26% among 360,000 | AID 651572;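 active means inhibition above a per-plate limit, mean inhibition of low control wells plus 3 SD, cut at about 25% in these data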;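 further: 0% = DMSO wells with enzyme and 100% = wells lacking Arfgap1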
#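 material = rat Arfgap1 catalytic domain, aa 1-136 | also added = human ARF1(Δ1-17)-GTP substrate | compound dosing = one concentration, 16.5 µM, DMSO 1.26% | times = GTP hydrolysis reaction 2 h at 25 °C | measured by = FP, GDP Alexa 633 tracer displaced from anti-GDP antibody, 620/688 nm | evaluation = percent inhibition of Arfgap1-stimulated GTP hydrolysis | replication = single well per compound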
# DDE Tn7 FP inh: DD(E)-Tn7 binding inhibition, primary FP screen | FP displacement of FITC-Tn7 peptide from fibrin DD(E); 0% = median of compound wells per plate | inhibition, % at 8.3 µM | AID 720508 | hit rate 0.13% among 370,000 | P02675;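 active means inhibition above the mean of compounds falling within the control limits plus 3 SD of them, cut at about 14% in these data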;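 further: 0% = plate median of compound wells and 100% = 10 µM Aha-Tn7 peptide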
#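 Assay system: human fibrin DD(E). Input: DD(E) 2 µM final. Medium: Tris buffer with calcium and detergent, pH 7.8. Compound dosing: single point at 8.3 µM. Timing: 10 min plus 3 h, room temperature. Technique: fluorescence polarization of the labelled Tn7 tracer. Read-out: percent inhibition. Replicates: singlicate testing.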
# ADAM17 inh: ADAM17 inhibition, QFRET primary screen; hit rate 0.83% among 370,000; inhibition, % at 6.95 µM; P78536; recombinant ADAM17, EDANS/DABCYL FRET peptide cleavage;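 active means inhibition above the mean of compounds lying between control limits plus 3 SD, set per campaign, cut at about 8.5% in these data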;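 further: 0% = DMSO-only wells as the low control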
# Target sequence (P78536 215-824 limits assumed): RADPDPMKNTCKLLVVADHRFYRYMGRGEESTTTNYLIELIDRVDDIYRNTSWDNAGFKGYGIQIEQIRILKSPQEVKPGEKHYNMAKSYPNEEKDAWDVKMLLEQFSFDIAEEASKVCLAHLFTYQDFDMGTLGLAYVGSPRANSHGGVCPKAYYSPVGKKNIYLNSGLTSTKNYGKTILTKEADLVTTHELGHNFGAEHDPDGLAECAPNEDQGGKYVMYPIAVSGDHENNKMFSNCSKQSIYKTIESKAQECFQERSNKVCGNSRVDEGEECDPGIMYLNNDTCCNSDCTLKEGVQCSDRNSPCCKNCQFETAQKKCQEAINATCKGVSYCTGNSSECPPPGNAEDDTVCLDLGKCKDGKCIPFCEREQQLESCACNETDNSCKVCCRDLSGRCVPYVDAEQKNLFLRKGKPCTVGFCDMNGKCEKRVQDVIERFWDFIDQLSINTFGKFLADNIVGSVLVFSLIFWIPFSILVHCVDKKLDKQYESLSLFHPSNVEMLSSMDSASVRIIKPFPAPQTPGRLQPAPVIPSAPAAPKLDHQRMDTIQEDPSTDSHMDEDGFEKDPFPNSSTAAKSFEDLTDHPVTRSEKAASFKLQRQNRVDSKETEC
# PLCb3 inh: inhibitors of human phospholipase C beta3 | Q01970 | Purified PLC-beta3, fluorogenic substrate, fluorescence | inhibition, % at 12.2 µM | hit rate 0.18% among 370,000 | AID 720704; in the data active means inhibition above about 11%;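 further: 0% = median of compound wells on plate and 100% = full blocker control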
# The depositor's hits bear a star; i = inactive.
SMILES,Tn6 DDE FP,TDP2 absorb,ASAP1 inh,SIAE inh,PLC-gamma1 inh,ADAM10 inh,ARFGAP1 inhibitor,DDE Tn7 FP inh,ADAM17 inh,PLCb3 inh
Cc1onc(-c2c(Cl)cccc2Cl)c1C(=O)Nc1ccc2c(c1)OCO2,-8,6,8,1,0,6,9,-3,-3,-1
CCOC(=O)C1CCCN(C(=O)c2ccccc2)CC1 (stereo not drawn),3,2,-11,-9,0,-4,-5,0,-1,3
CC(=O)c1cccc(S(=O)(=O)NCCC(=O)Nc2ccc(S(N)(=O)=O)cc2)c1,6,-11,7,0,0,-3,-6,3,0,-2
COc1cccc(N2CN(C3CCCCC3)CNC2=S)c1,3,-10,-7,3,2,7,-14,3,-1,1
O=c1cc(N2CCCCC2)[nH]c(=O)n1C1CCCCC1,3,-2,-2,0,-1,-9,-1,-1,-1,0
CCCCCCCN=C(C)c1ccccc1O,5,12,2,7,-3,-6,-6,-7,1,-2
CCCc1c(C(=O)N/N=C/c2c(OC)ccc3ccccc23)nnn1-c1nonc1N,7,-2,4,4,2,-4,-2,-5,3,-4
Cc1ccc(CNC(=O)Nc2ccccc2)cc1,0,-9,-7,-2,6,6,16,-4,-3,2
O=C(c1ccc(CS(=O)c2cccc(Cl)c2)o1)N1CCOCC1 (stereo not drawn),-2,-21,-6,-9,5,3,4,6,-2,-2
CC(C)(C)c1ccc(C2=NC(=O)C(CC(=O)O)S2)cc1 (stereo not drawn),9,-11,0,-3,-5,-23,2,-3,-4,-20
CCN1CCN(C(=S)Nc2cc(C(=O)OC)ccc2C(=O)OC)CC1,-1,-12,-12,3,-338,i,16,5,-364,i
Cn1ncc(C(=O)Nc2ccc(OC(F)(F)F)cc2)c1-n1cccc1,6,-17,-6,-4,2,-2,-6,-5,0,-6

# Two entries drawn at random from those above:
SMILES,Tn6 DDE FP,TDP2 absorb,ASAP1 inh,SIAE inh,PLC-gamma1 inh,ADAM10 inh,ARFGAP1 inhibitor,DDE Tn7 FP inh,ADAM17 inh,PLCb3 inh
CCN1CCN(C(=S)Nc2cc(C(=O)OC)ccc2C(=O)OC)CC1,-1,-12,-12,3,-338,i,16,5,-364,i
CC(=O)c1cccc(S(=O)(=O)NCCC(=O)Nc2ccc(S(N)(=O)=O)cc2)c1,6,-11,7,0,0,-3,-6,3,0,-2

# Next compounds:
SMILES,Tn6 DDE FP,TDP2 absorb,ASAP1 inh,SIAE inh,PLC-gamma1 inh,ADAM10 inh,ARFGAP1 inhibitor,DDE Tn7 FP inh,ADAM17 inh,PLCb3 inh
COc1cc(NC(=O)COC(=O)CC(NC(C)=O)c2ccccc2)cc(OC)c1 (stereo not drawn),1,7,-6,4,3,3,5,0,-1,-4
CC(NC(=O)Nc1ccc([N+](=O)[O-])cc1)C(c1cccs1)N1CCCC1 (stereo not drawn),-2,1,1,7,2,6,7,-2,1,3
C[N+]1(CCOC(=O)C2(c3ccccc3)CCCC2)CCCCC1,1,-5,17,10,-2,-3,7,-2,-4,-5
CCN(CC)c1ccc(NC(=O)CN2C(=O)CC(C)(C)S(=O)(=O)c3ccccc32)c(C)c1,2,-3,-8,5,-1,-6,-5,-2,0,-1
CN1CCN(C2=C(Cl)C(=O)N(Cc3ccccc3)C2=O)CC1,0,6,9,-1,-17,2,-7,1,-2,-14
Cc1cc(C)cc(C(=O)NCC(=O)OCC(=O)NC2CCCc3ccccc32)c1 (stereo not drawn),2,-3,-9,0,1,-3,-7,2,3,-5
COc1ccc(C(=O)N2CCSC2=S)cc1OC,1,-12,-5,-1,-2,2,-1,0,-2,1
Cc1[nH]c2ccc(C(=O)OC(C)C(=O)NC3CCCCC3C)cc2c1C (stereo not drawn),-8,0,1,7,-9,-12,-4,4,-3,-18
CC(C)COc1cccc(C(=O)NNC(=O)C2COc3ccccc3O2)c1 (stereo not drawn),1,-5,1,-10,2,-1,8,-2,-2,-6
COc1cc(C(=O)Nc2ncccc2C)ccc1OCC(=O)N1CCOCC1,-1,5,12,3,1,-24,4,3,-3,-8
COc1cc(C(=O)OCC(=O)NC(=O)c2cccn2C)ccc1OC(F)F,0,-9,-7,-4,-7,-11,0,3,-4,-17
CCc1noc(C)c1C(=O)NC1CC(C)(C)Cc2c1cnn2-c1ccccc1 (stereo not drawn),1,-9,-5,-2,-2,-5,17,-4,0,0

# Whole records from above. Order of values: Tn6 DDE FP	TDP2 absorb	ASAP1 inh	SIAE inh	PLC-gamma1 inh	ADAM10 inh	ARFGAP1 inhibitor	DDE Tn7 FP inh	ADAM17 inh	PLCb3 inh
# Shown for COc1cc(C(=O)Nc2ncccc2C)ccc1OCC(=O)N1CCOCC1 = -1	5	12	3	1	-24	4	3	-3	-8
# Shown for CCc1noc(C)c1C(=O)NC1CC(C)(C)Cc2c1cnn2-c1ccccc1 (stereo not drawn) = 1	-9	-5	-2	-2	-5	17	-4	0	0
# Shown for CC(NC(=O)Nc1ccc([N+](=O)[O-])cc1)C(c1cccs1)N1CCCC1 (stereo not drawn) = -2	1	1	7	2	6	7	-2	1	3

# Additional structures follow.
SMILES,Tn6 DDE FP,TDP2 absorb,ASAP1 inh,SIAE inh,PLC-gamma1 inh,ADAM10 inh,ARFGAP1 inhibitor,DDE Tn7 FP inh,ADAM17 inh,PLCb3 inh
Cc1cc(N=Nc2c(O)c3ccccc3[nH]c2=O)ccc1N=Nc1ccc(C(=O)N(C)C)cc1,-9,-5,6,8,7,-8,8,-4,3,-7
CCN(CC)CCN(C)C(=O)c1[nH]c(C(F)(F)F)nc1-c1ccccc1,2,3,3,2,0,-16,11,-2,2,0
COc1cc(NC(=O)C(F)(F)F)cc(OC)c1,11,13,-11,-2,-3,0,1,7,-4,1
O=C(NC1CCCCCCC1)c1ccc(CNc2c(N3CCOCC3)c(=O)c2=O)cc1,2,-3,-7,5,2,-7,-2,-7,0,2
O=C(/C=C/c1ccccc1[N+](=O)[O-])N1CCCCC1,5,-7,-1,-2,2,2,-2,-1,0,1
Cc1ccc2nc(SCC(=O)NC3CC3)[nH]c2c1,-2,-13,4,-3,5,1,-4,-9,0,0
COc1cc(C(=O)CCc2ccc3c(c2)OCO3)cc(OC)c1OC,2,6,-22,3,2,5,6,1,2,5
O=C(CNC(=O)c1cccc(Br)c1)N/N=C/c1cc(Br)cc(Br)c1O,-7,4,-23,8,-14,-4,-2,-4,0,-14
COc1ccccc1CNC(=O)CN(c1ccc(C)cc1)S(=O)(=O)c1c(C)noc1C,4,6,10,-5,-2,-3,-3,3,-2,-6
Cc1cc(C)cc(NC(=O)CSc2nnc(Cn3c(=O)sc4ccccc43)n2C)c1,-1,-3,10,-2,-3,-12,-8,2,-2,2
CCOC(=O)N1CCN(C(=O)c2c[nH]c3ccc(S(=O)(=O)N(C)c4ccc(F)cc4)cc3c2=O)CC1,-2,6,-2,10,-2,-71,-19,3,-29,-10
COc1ccc(N2CCN(c3cc(C)c4ccccc4n3)CC2)cc1,-8,-1,2,8,-8,-4,0,-11,-2,-8
O=C(Nc1ccccc1N1CCCCC1)c1ccc(-c2cc(Cl)ccc2Cl)o1,8,10,-18,3,0,-6,4,-5,-6,-8
O=C(NC(=S)NCc1ccncc1)c1ccccc1,-3,7,0,-1,-1,-1,3,6,-4,2
CC(C)CN1CCNC(=O)C1CC(=O)NCCCN1CCCc2ccccc21 (stereo not drawn),3,-2,8,-2,-9,-13,6,1,-7,-20
COc1ccc(O)c(C(=O)c2cnc3c(c2)c(-c2ccc(F)cc2)c(C#N)c(=O)n3C)c1,-12,8,-9,1,-11,-2,-10,-2,-2,-22
Cc1cc(C)n(CC(=O)NNC(=O)CCNC(=O)c2ccccc2Cl)n1,5,7,2,1,1,-11,12,-1,-3,-3
O=C(c1ccco1)N1CCN(C2CC(=O)N(c3ccccc3)C2=O)CC1 (stereo not drawn),10,-2,0,-1,2,-12,8,-1,0,1
Cc1ccc(NC(=O)CN(CCc2ccccc2)S(C)(=O)=O)cc1,-7,-8,6,-2,3,11,13,4,4,-2
Cc1c[n+]([O-])cc(C)c1[N+](=O)[O-],-4,4,-3,3,2,3,-2,-4,0,-2
COCCNC(=S)NNc1cccc(C(=O)O)c1,-6,14,-1,-1,0,-7,3,-3,1,-6
O=C(CNC(=O)c1ccc2ccccc2c1)NCc1ccc(F)cc1,-2,-11,2,0,3,-1,-4,-5,1,-6
CC(CCCC(C)(C)O)NC(=O)c1cc(COc2ccc3ncccc3c2)on1 (stereo not drawn),-1,-9,2,1,-2,-5,2,-3,-7,-6
O=C(Nc1ccc([N+](=O)[O-])cc1Br)c1cc2ccccc2nc1Cl,-2,10,-8,-6,0,-11,6,-2,-6,-5
COC(=O)[C@]1(Cc2ccccc2)N[C@H](CN(C)C(=O)Nc2ccc(C(F)(F)F)cc2)[C@@H]2C(=O)N(Cc3ccccc3)C(=O)[C@@H]21,-2,-1,-18,-1,-1,-9,4,4,-4,-2
COc1ccc(-c2csc(C(O)c3cccnc3)n2)cn1 (stereo not drawn),7,-5,-3,3,-2,-2,-3,-6,0,-1

# Results in Tn6 DDE FP, for 2 of the compounds above:
canonical_smiles,Tn6 DDE FP
O=C(Nc1ccccc1N1CCCCC1)c1ccc(-c2cc(Cl)ccc2Cl)o1,8
CC(CCCC(C)(C)O)NC(=O)c1cc(COc2ccc3ncccc3c2)on1 (stereo not drawn),-1
